Screens (PubChem)
TPT1 inh = inhibitors of Candida albicans tRNA 2'-phosphotransferase TPT1. 300,000 compounds, 0.81% hits. inhibition, % at 5 µM. AID 1962. recombinant caTPT1, FP RNA substrate dephosphorylation;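 active = inhibition above the mean of all tested compounds plus 3 SD, set per screening campaign, cut at about 24% in these data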;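 also: plate controls were DMSO alone for no effect and ferristatin control at 100 nM for full effect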
ZTA counter = ZTA (EBV) inhibition in EBNA-1 counter-screen; 320,000 compounds, 0.15% hits; P03206; inhibition, % at 11 µM; ZTA-DNA binding, fluorescence polarization; in the data active = inhibition above about 33%
Target sequence (P03206 whole entry, looked up): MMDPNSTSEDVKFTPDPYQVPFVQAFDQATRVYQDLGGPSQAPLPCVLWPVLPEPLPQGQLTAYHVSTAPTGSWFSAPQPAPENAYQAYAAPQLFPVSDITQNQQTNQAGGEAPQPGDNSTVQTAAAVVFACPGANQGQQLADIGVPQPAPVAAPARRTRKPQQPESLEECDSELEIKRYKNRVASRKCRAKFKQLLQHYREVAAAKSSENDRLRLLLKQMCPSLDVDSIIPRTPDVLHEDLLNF
PREPL inh = human PREPL enzyme inhibition; recombinant PREPL, fluorescence polarization activity-based probe; AID 2751; inhibition, % at 5.96 µM; 320,000 compounds, 0.68% hits; in the data active = inhibition above about 43%;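 also: 0% = enzyme with DMSO and 100% = wells lacking enzyme; many of its hits are not listed in these tables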
core dimer inh = HCV core protein dimerization inhibition; AID 1899; inhibition, % at 5 µM; 300,000 compounds, 0.33% hits; TR-FRET GST/Flag-core106 dimerization, 1536-well;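 active = inhibition above the mean of all tested compounds plus 3 SD, set per screening campaign, cut at about 45% in these data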
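Test system: GST/Flag-tagged HCV core106 proteins; Medium: KF-containing HEPES buffer, pH 7.45, DTT, CHAPS, BSA; Times: compound-protein-antibody incubation 4 h at 22.5 °C; Detection: TR-FRET 671 and 617 nm emission; Benchmarks: wells lacking GST-core106 and wells with excess unlabelled core106.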
PP1 counter = PP1-alpha (human) inhibition in PP5 counter-screen; inhibition, % at 6.7 µM; P62136; AID 2235; 320,000 compounds, 0.9% hits; purified PP1alpha, OMFP fluorescence;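 active = inhibition above the mean inhibition of all tested compounds plus 3 SD, computed separately for each screening campaign, cut at about 15% in these data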
Target sequence (P62136 whole entry, looked up): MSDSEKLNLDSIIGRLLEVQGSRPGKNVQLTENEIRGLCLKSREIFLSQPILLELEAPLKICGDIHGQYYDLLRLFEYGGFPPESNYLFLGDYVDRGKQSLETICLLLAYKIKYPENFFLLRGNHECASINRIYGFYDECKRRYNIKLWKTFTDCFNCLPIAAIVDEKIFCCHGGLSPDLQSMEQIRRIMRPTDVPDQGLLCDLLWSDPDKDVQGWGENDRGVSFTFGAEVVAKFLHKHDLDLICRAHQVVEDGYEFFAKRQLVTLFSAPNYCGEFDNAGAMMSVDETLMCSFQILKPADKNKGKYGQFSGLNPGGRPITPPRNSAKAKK
PP5 inh = blocks human protein phosphatase 5 activity. P53041. purified PP5c, OMFP substrate fluorescence. inhibition, % at 6.7 µM. 320,000 compounds, 0.18% hits. AID 1987;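 active = inhibition above the campaign's mean inhibition across all tested compounds plus 3 SD, cut at about 9.5% in these data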;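 also: 0% = DMSO only and 100% = 100 µM cantharidin control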
Target sequence (P53041 whole entry, looked up): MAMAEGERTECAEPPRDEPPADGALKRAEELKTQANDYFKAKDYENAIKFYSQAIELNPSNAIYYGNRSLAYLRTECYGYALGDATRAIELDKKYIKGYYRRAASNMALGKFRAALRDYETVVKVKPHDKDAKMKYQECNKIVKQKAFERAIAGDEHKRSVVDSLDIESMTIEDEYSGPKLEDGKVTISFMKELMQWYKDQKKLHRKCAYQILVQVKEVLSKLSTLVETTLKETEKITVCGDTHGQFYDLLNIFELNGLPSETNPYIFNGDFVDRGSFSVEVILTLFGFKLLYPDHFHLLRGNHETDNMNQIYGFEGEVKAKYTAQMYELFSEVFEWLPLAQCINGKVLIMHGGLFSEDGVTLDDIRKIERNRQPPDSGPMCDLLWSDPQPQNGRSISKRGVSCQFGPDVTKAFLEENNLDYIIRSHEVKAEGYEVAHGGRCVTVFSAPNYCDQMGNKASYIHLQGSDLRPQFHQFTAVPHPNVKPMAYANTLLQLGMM
Efflux pump inh = inhibitors of Candida antifungal efflux pumps expressed in yeast; S. cerevisiae Candida pump triplex, Nile Red efflux; inhibition, % at 10 µM; 330,000 compounds, 0.44% hits; AID 485275;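 active = plate passing quality check with inhibition over a set limit, or well fluorescence over plate mean plus 4 SD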;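 also: Nile Red retained in pooled yeast measured as flow cytometry median fluorescence; 0% = buffer negative control and 100% = Enniatin B positive control; higher means more Nile Red kept so more efflux inhibition; some compounds called inactive have numbers as strong as hits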
EBNA-1 inh = blocks EBNA-1 binding to DNA | inhibition, % at 14.8 µM | EBNA-1 DNA binding, fluorescence polarization | AID 1950 | 300,000 compounds, 0.34% hits; in the data active = inhibition above about 28%
CTSL1 counter = blocks F. hepatica cathepsin L1 in PFM18AAP counter-screen | 300,000 compounds, 0.49% hits | recombinant F. hepatica cathepsin L1, Z-Leu-Arg-MCA fluorescence | inhibition, % at 5.96 µM;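 active = inhibition above the mean of all tested compounds plus 3 SD, set per screening campaign, cut at about 17% in these data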;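 also: 0% = plate median of test compound wells and 100% = 1 µM Z-Phe-Ala-diazomethylketone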
Starred values were filed as active, the others as inactive; . = no result given. This is a subset (hit frequency here may not be typical).

SMILES	TPT1 inh	ZTA counter	PREPL inh	core dimer inh	PP1 counter	PP5 inh	Efflux pump inh	EBNA-1 inh	CTSL1 counter
C#CCOCCOCCOCCNc1nc(N2CCN(C(=O)[C@H](CCC(=O)O)n3cc(C(N)Cc4ccc(O)cc4)nn3)CC2)nc(N2CCN(C(=O)[C@H](Cc3cc4ccccc4[nH]3)n3cc(C(N)[C@H](C)CC)nn3)CC2)n1 (some centres undefined)	-1	-5	41	-15	1	1.1	0.0	9	0
c1cncc(-c2nc(N3CCOCC3)c3ccccc3n2)c1	-2	11	0	-2	0	1.1	0.0	10	-2
CCC1(C)CC(CC(=O)O)(c2ccccc2OC)CCO1 (centres undefined)	-2	9	0	1	-1	-1.7	0.0	1	-2
Cc1ccc(C2CC(=O)C(C=NCCN3CCN(C(=S)Nc4ccc(F)cc4)CC3)=C(O)C2)cc1 (centres undefined)	1	2	24	-36	3	-0.1	-0.1	7	1
CCOC(=O)c1c(NC(=O)CSc2nc(C)cc(C)c2C#N)sc(C(C)=O)c1C	-4	4	5	-3	2	1.3	0.0	-22	-1
Cc1cccnc1NC(=O)Cn1nc(-c2ccccc2)oc1=S	-3	10	-8	-2	0	0.8	-0.2	14	-5
C=CCn1c(=N)n(CC(=O)c2ccc(Br)cc2)c2ccccc21	-1	11	5	8	2	1.4	0.3	3	-1
CCOc1ccc(S(=O)(=O)Nc2cccc(C(=O)NCC(c3ccccc3)N(C)C)c2)cc1 (centres undefined)	-2	-6	3	-2	-3	-0.5	-0.1	-3	-2
CCN(CC(=O)Nc1ccc2c(c1)OCCO2)S(=O)(=O)c1ccc(C)cc1	0	-5	12	0	-1	1.7	0.1	-11	4
Cc1ccc(NC(=O)c2ccc(NC(=O)c3ccccc3)cc2)cc1C	-2	0	0	4	1	-0.2	-0.1	0	1
Cc1nc(CCNC(=O)Cc2ccccc2)cs1	1	-5	6	9	-10	0.9	0.0	-7	3
O=C(c1cccc(Br)c1)N1CCN(c2ccccn2)CC1	-1	-4	7	-1	0	-0.9	-0.1	-4	-1
O=C(CSc1nnc(-c2ccncc2)n1Cc1ccco1)Nc1nccs1	-4	-6	4	2	0	-0.5	0.1	-6	1
CCN(CC(=O)Nc1c(F)cccc1F)C(=O)/C=C/c1ccc(Br)s1	7	11	3	2	0	-1.7	0.1	7	4
COc1ccc(-c2nc(N)ncc2-c2ccccc2OC)c(O)c1	-2	0	3	1	1	3.0	0.0	-6	1

Looked up one by one from the entries so far:
SMILES	TPT1 inh	ZTA counter	PREPL inh	core dimer inh	PP1 counter	PP5 inh	Efflux pump inh	EBNA-1 inh	CTSL1 counter
CCN(CC(=O)Nc1ccc2c(c1)OCCO2)S(=O)(=O)c1ccc(C)cc1	0	-5	12	0	-1	1.7	0.1	-11	4
O=C(CSc1nnc(-c2ccncc2)n1Cc1ccco1)Nc1nccs1	-4	-6	4	2	0	-0.5	0.1	-6	1
C=CCn1c(=N)n(CC(=O)c2ccc(Br)cc2)c2ccccc21	-1	11	5	8	2	1.4	0.3	3	-1
Cc1ccc(NC(=O)c2ccc(NC(=O)c3ccccc3)cc2)cc1C	-2	0	0	4	1	-0.2	-0.1	0	1

Among those listed so far, two have a COOH group.
SMILES	TPT1 inh	ZTA counter	PREPL inh	core dimer inh	PP1 counter	PP5 inh	Efflux pump inh	EBNA-1 inh	CTSL1 counter
C#CCOCCOCCOCCNc1nc(N2CCN(C(=O)[C@H](CCC(=O)O)n3cc(C(N)Cc4ccc(O)cc4)nn3)CC2)nc(N2CCN(C(=O)[C@H](Cc3cc4ccccc4[nH]3)n3cc(C(N)[C@H](C)CC)nn3)CC2)n1 (some centres undefined)	-1	-5	41	-15	1	1.1	0.0	9	0
CCC1(C)CC(CC(=O)O)(c2ccccc2OC)CCO1 (centres undefined)	-2	9	0	1	-1	-1.7	0.0	1	-2

(cont.)
SMILES	TPT1 inh	ZTA counter	PREPL inh	core dimer inh	PP1 counter	PP5 inh	Efflux pump inh	EBNA-1 inh	CTSL1 counter
CC1CC(C)CN(C(=O)c2ccc(S(=O)(=O)N3CC(C)CC(C)C3)cc2)C1 (centres undefined)	-1	-15	-8	7	1	5.8	0.0	-11	2
CCOC(=O)N1CCC(NC(=O)c2ccc3c(c2)N=C(C)c2ccccc2S3)CC1	-2	-6	8	5	2	1.9	0.0	2	-5
Cc1cccc2c(C(=O)O)c3cccc(C)c3nc12	-4	16	-6	3	-4	-2.6	-0.1	-2	-2
O=C(c1cccnc1)N1CCN(S(=O)(=O)c2cccs2)CC1	-3	-6	10	5	-4	3.3	0.3	-10	-2
Cn1c(=O)c2c(nc(OCC3COC(C)(C)O3)n2Cc2ccccc2F)n(C)c1=O (centres undefined)	-3	-9	16	-2	-3	0.7	-0.1	-2	0
CC(=O)c1cccc(NC(=O)C2CCN(C(=O)c3cccs3)CC2)c1	-3	-10	3	10	6	3.2	0.0	-1	-1
C=CCN(C(=O)CCC(=O)Nc1cc(C)on1)C(C(=O)NC1CCCC1)c1ccc(CC)cc1 (centres undefined)	-3	-10	-6	4	4	3.6	0.2	-11	1
Cc1nccc(-c2ccc(-n3cnc4ccccc43)cc2)n1	2	6	4	0	10	-1.0	0.1	-7	4
COc1cc(OC)cc(-c2nc(-c3ccccc3)no2)c1	0	13	0	-5	-1	-1.4	-0.5	-4	3
O=[N+]([O-])c1cc(S(=O)(=O)Nc2cccc(Cl)c2)ccc1N/N=C/c1ccc(N2CCOCC2)cc1	3	8	13	15	-5	-3.3	-0.1	7	-1
COc1ccc(N(CC(=O)NC(C)(C)C)C(=O)c2ccco2)cc1	-5	3	15	4	-3	-2.1	-0.1	7	5
CSc1nc(Oc2ccc(=O)[nH]n2)nc(N(C)C)n1	-6	26	3	-1	-2	-0.6	0.1	7	0
O=C(CNC(=O)N1CC(=O)Nc2ccccc21)NCc1ccccc1	1	12	-6	-3	3	-2.0	0.1	-3	-3
COc1ccc(Cl)cc1N(C)C(=O)CCNC(=O)Cn1cnc2ccccc2c1=O	-2	3	16	-16	-3	4.9	-0.1	-1	1
O=C(Nc1cccc(S(=O)(=O)Nc2ccc(Cl)cc2)c1)c1ccc(Cl)nc1	-3	-6	-19	-8	6	5.7	0.0	-3	2
NCC(O)COCCC12CC3CC(CC(C3)C1)C2 (centres undefined)	2	15	-6	-4	-3	-1.5	0.4	0	-1
NS(=O)(=O)c1cccc(NC(=O)c2cccnc2Oc2ccccc2)c1	0	8	-6	-1	-4	2.2	0.0	-5	6
COc1ccccc1OCCn1cc(/C=N/NC(N)=S)c2ccccc21	1	2	15	1	2	0.5	0.4	-2	95*
Cc1cc(-c2ccccc2)nc2cc(C(=O)NCCCn3ccnc3)nn12	-6	-3	-7	-3	-2	1.6	0.1	-6	-6
C/C(=N/N=C1\SCC(=O)N1c1ccccc1)c1ccc(C)cc1	2	-11	-6	0	-2	1.8	0.1	-13	2
O=C(O)c1ccc(N2CCN(Cc3ccc4c(c3)OCO4)CC2)c([N+](=O)[O-])c1	0	-15	2	3	-2	0.6	-0.1	-2	1
Cc1ccc(N2CC(C(=O)OCC(=O)c3ccc(F)cc3)CC2=O)cc1 (centres undefined)	-5	-4	3	-1	4	2.9	0.1	13	-35
C/C(N)=C(/C#N)C(=O)CSc1ncnc2ccccc12	3	5	10	6	-1	1.8	0.0	-9	6
CCOc1cc(C(c2c(C)[nH][nH]c2=O)c2c(C)[nH][nH]c2=O)cc([N+](=O)[O-])c1O	-3	-17	3	-7	0	2.7	0.3	3	-3
COc1ccc(CCNC(=O)C(=O)NCC2CCCN2S(=O)(=O)c2ccccc2)cc1OC (centres undefined)	-2	-21	4	-1	2	1.6	0.7	-16	5
CCC(C)NC(=O)CCCCCn1c(=O)[nH]c2cc(OC)c(OC)cc2c1=O (centres undefined)	5	12	1	-2	3	0.0	0.1	7	2
COc1ccc(NC(=O)C2CC(c3cc(OC)c(OC)c(OC)c3)=NO2)cc1OC (centres undefined)	0	-4	19	-4	0	-0.9	-0.2	3	6
O=C(Cn1cc(C(=O)C2CC2)c2ccccc21)NCc1ccccc1	-6	-6	14	-13	1	0.8	-0.1	10	0
O=C(OCc1nc2ccccc2[nH]1)C1CCCCC1	5	-23	10	-9	-5	1.6	0.1	-7	-1
CCOC(=O)c1c(C)[nH]c(C(=O)OCC(=O)N2CCN(S(=O)(=O)c3ccc(C)cc3C)CC2)c1C	.	-2	8	.	-2	2.7	0.0	.	.
O=C(Nc1nc2ccccc2[nH]1)C1CCCO1 (centres undefined)	1	10	-9	1	-2	0.9	0.0	4	-1
Cc1ccc(CC(=O)OCC(=O)NC2CCCC(C)C2C)cc1C (centres undefined)	1	-1	5	2	-3	0.9	0.1	-6	-4
CNC(=O)c1ccc(NC(=O)C2CCN(S(=O)(=O)c3cccc(C(F)(F)F)c3)CC2)cc1	.	-3	7	.	-2	3.4	-0.2	.	.
CCC(=O)NC(=S)Nc1ccc(NC(=O)c2ccc([N+](=O)[O-])cc2Cl)cc1	0	7	1	-1	1	1.6	0.0	10	2
Cc1ccc(S(=O)(=O)N2CCN(c3ncccn3)CC2)cc1C	2	-1	3	9	0	0.6	0.3	-12	-4
CC(C)CNC(=O)CCc1nc(-c2ccccc2)no1	-1	-8	3	-5	-1	0.2	-0.1	6	-5
CCC(C(=O)NCCCN1CCCC1=O)n1c2ccccc2c2nc(=O)cc(C)n21 (centres undefined)	-4	2	5	-3	0	1.2	-0.3	-8	1
COc1ccc(CNC(=O)C2CCN(S(=O)(=O)c3ccc4c(c3)N(C(C)=O)CCO4)CC2)cc1	1	13	2	-3	2	-1.4	0.0	-6	-1
CC(C)c1ccc(NC2CCCN(C(=O)c3cccc(N4CCNC4=O)c3)C2)cc1 (centres undefined)	0	-3	20	-2	-1	-1.2	0.1	-11	5
O=C(NCCc1cccc(C(F)(F)F)c1)C1CCC(=O)N(Cc2ccc(Cl)cc2)C1 (centres undefined)	-2	-6	7	-4	-3	1.9	-5.1	-5	3
COc1ccccc1/C=C/C(=O)OCC(=O)Nc1c(F)cccc1F	-1	-6	15	-3	0	-0.8	-0.1	2	-21
CCCC(=O)Nc1c2c(nn1-c1ccc(C)cc1C)CSC2	3	14	5	3	3	1.7	0.2	1	-3
CCCCN(CC)CCCNC(=O)c1cn(C)c2ccc(S(=O)(=O)N(C)C3CCCCC3)cc2c1=O	-2	7	8	3	7	2.5	-0.1	5	0
COc1ccc(NC(=S)N2CCC(N(C)CCN3CCOCC3)CC2)cc1	2	1	14	-4	-2	1.7	0.5	-4	5
COc1ccc(OC)c(/C=C/C(=O)OCC(=O)Nc2ccc(Cl)c(S(=O)(=O)N(C)C)c2)c1	-2	-3	-17	6	1	-0.4	-0.2	4	-9
COc1ccc(-c2nc(CS(=O)CC(=O)NC(C)CCc3ccccc3)c(C)o2)cc1OC (centres undefined)	3	15	-11	-11	6	-0.3	-0.1	-12	-7
CC1CCc2c(sc(NC(=S)NC(=O)c3ccccc3)c2C#N)C1 (centres undefined)	1	3	-5	-1	-2	-0.8	0.1	-3	-3
CCc1nnc(SCC(=O)NC2CCCCC2)nc1CC	0	-12	17	-3	4	-8.2	-0.1	-7	10
CCOC(=O)COc1ccc(C(=O)NC2CCCCC2)cc1	2	-7	-8	6	-6	2.3	0.2	13	-2
O=C(CCC1CCCN(C(=O)CC2=CCCCC2)C1)N1CCN(c2ccccn2)CC1 (centres undefined)	-1	-9	5	-2	2	2.3	-0.1	-14	2
COc1ccc(-c2noc3c2-c2nc(-c4ccc(Br)cc4)sc2CC3)cc1	0	-2	5	-22	1	-0.1	.	4	0
Cc1cccc(-n2c(SCC(=O)NCc3ccco3)nc3ccccc3c2=O)c1	2	-8	3	-6	0	-0.1	-0.1	-10	-3
CCO[C@@H]1OC(C(=O)N2CCN(Cc3ccc4c(c3)OCO4)CC2)=C[C@H](c2cn(C(C)=O)c3ccccc23)[C@H]1CCCO	2	-7	6	-1	2	7.6	0.3	5	-2
Cc1cc(F)c(F)cc1C(=O)N1CCCC1	2	7	15	0	-2	-0.1	1.2	-9	3
